hERG WT inh: inhibitors of human wildtype KCNH2 potassium channel | 0.37% of 340,000 active | U2OS, BacMam KCNH2, thallium flux FluxOr; active compounds read low | activity change, % at 1.84 µM;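 active = maximum activity change below -70%; inconclusive = maximum activity change between -70% and -50%; inactive = maximum activity change above -50%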; also: % is scaled to controls: 0 for no effect and ±100 for the full control effect
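U2OS cells were transduced with wild-type KCNH2 virus (2.03 x 10^8 / mL) for 4 h at room temperature, then cultured overnight at 37 C. Thallium flux was read with FluxOr dye. Rate constants were normalized to DMSO controls.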
S-ASM inh: human S-ASM enzyme inhibition. P17405. placental ASM, HMU-PC fluorogenic substrate, 60 min. Potency, µM (top dose mostly 57.5 µM), without a hit: at the top dose activity change, negative = inhibition, usual class: inhibitors. 0.006% of 340,000 active. AID 504937; also: potency is read from the fitted curve at half-maximal effect
Target sequence (P17405 47-631 limits assumed): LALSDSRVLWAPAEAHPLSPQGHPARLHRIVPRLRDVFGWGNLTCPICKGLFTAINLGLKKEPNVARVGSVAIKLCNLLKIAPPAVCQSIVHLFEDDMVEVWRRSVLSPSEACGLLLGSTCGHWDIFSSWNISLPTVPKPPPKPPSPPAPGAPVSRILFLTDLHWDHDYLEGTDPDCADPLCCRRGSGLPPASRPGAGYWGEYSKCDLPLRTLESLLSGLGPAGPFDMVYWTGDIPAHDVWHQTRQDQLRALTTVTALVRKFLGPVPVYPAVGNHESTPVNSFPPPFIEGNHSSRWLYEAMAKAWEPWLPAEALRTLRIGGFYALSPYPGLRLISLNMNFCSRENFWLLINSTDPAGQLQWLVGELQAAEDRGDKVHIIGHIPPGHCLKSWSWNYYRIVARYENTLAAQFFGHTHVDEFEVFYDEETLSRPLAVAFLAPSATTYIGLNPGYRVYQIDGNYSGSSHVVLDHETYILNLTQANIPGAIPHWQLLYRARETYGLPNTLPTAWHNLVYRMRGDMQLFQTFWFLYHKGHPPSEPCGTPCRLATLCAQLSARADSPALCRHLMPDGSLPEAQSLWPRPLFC
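Human placenta-derived ASM preincubated with compound 10 min at room temperature, then reacted with 9 uM (final) fluorogenic HMU-PC substrate for 60 min at 37 C. Stop solution raises pH to 10; fluorescence read at Ex 386/Em 447 nm.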
MLL CXXC-DNA inh: blocks binding of human MLL CXXC domain to DNA; 0.037% of 290,000 active; AID 2662; Q03164; MLL-CXXC / FITC-HOXA9 DNA fluorescence polarization; Potency, µM (series often up to 115 µM), for the others: top-dose activity change, negative = inhibition, hits mostly inhibitors; active = well fitted inhibition curve with a large enough effect in the polarisation, with a control signal flat, not every such curve was filed as active; inconclusive = small, poorly fitted or top-dose-only effect, or effect the other way, or a change in a side signal; inactive = no such curve, though single readings can be large or run the other way; the % refers to the polarisation; also: potency is read from the fitted curve at half-maximal effect
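Fluorescence polarization: 7 uM MLL-CXXC (stock) preincubated 5 min with compounds, then 50 nM fluorescein-HOX-A9 DNA (stock) added; 30 min ambient. Buffer 50 mM Tris-HCl pH 7.5, 50 mM NaCl, 1 mM DTT, 0.05% BSA.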
KCNH2 3.1 inh: inhibitors of human KCNH2 3.1 potassium channel isoform; U2OS KCNH2 3.1, thallium flux FluxOr; active compounds read low; activity change, % (tested at about 1.8 µM); 0.95% of 340,000 active;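 active = maximum activity change below -70%; inconclusive = maximum activity change from -70% to -50%; inactive = maximum activity change above -50%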;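 also: thallium influx rate constant from kinetic fluorescence after stimulation buffer; % is scaled to controls: 0 for no effect and ±100 for the full control effect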
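Measured as rate of thallium-driven FluxOr signal in transduced U2OS cells carrying the 3.1 channel, read kinetically for 2 min upon stimulation; values are rate constants scaled to DMSO control wells.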
MBNL1 CUG block: blocks human MBNL1 binding to CUG repeat RNA. 0.036% of 280,000 active. Q9NR56. Potency, µM (series often up to 57.5 µM), for the others: at the highest dose activity change, negative = inhibition, actives largely listed as inhibitors. AID 2675. TR-FRET MBNL1-His/biotin-(CUG)12 binding, 665/545 ratio; active = well fitted inhibition curve with a large enough effect in the signal ratio, with a control signal flat, not every such curve was filed as active; inconclusive = small, poorly fitted or top-dose-only effect, or effect the other way, or a change in a side signal; inactive = no such curve, though single readings can be large or run the other way; the % refers to the signal ratio; also: potency is read from the fitted curve at half-maximal effect; % is scaled to controls: 0 for no effect and ±100 for the full control effect
Target sequence (Q9NR56 whole entry, looked up): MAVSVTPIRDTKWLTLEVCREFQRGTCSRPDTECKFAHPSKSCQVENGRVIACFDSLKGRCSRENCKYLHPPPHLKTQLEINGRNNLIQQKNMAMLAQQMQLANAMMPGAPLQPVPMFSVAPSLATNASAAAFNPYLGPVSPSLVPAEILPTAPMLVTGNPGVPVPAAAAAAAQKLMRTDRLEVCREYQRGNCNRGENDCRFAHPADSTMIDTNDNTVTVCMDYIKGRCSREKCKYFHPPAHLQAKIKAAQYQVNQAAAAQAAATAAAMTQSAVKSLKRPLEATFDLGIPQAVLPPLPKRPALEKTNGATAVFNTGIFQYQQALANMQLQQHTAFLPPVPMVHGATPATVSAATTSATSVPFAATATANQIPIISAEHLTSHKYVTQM
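Ratiometric TR-FRET (665 over 545 nm, excitation 340 nm) tracks disruption of MBNL1-His/biotin-(CUG)12 complex after 60 min at room temperature, with compounds at 92 nM to 58 uM final.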
a7 integrin act: integrin-mediated muscular dystrophy alleviation activation | Potency, µM (top dose mostly 38.3 µM), for inactives: top-dose activation, most hits filed as activators | 0.064% of 350,000 active | alpha7betagal myoblasts, beta-gal FDG fluorescence, 48 h;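 also: potency is read from the fitted curve at half-maximal effect; 100% = response of the positive control SU9516; nearly all actives have a fitted effect of over 60% in size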
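alpha7betagal+/- myoblasts (passage 13, 250/well) treated 48 h at 37C with compounds at 1:260 dilution of DMSO stock. Lysed, then beta-galactosidase activity read as FDG fluorescence (ex 480/em 540) after 30 min, with pre-read for autofluorescence.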
TRPV1 ag: activates the human vanilloid receptor TRPV1 | TRPV1-expressing cells, Fluo-8 calcium influx, agonist mode | activation, % at 8.33 µM | 0.19% of 320,000 active; in the data active = activation above about 80%; inconclusive = between about 30% and that limit; also: 0% is about no effect
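Fluo-8 calcium influx in TRPV1-expressing cells, kinetic read (ex 480/em 520 nm). Compound added and read 3 min for agonist activity, followed by capsaicin at EC20 final and 2 min further read for enhancement.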
AT treatment: potential ataxia-telangiectasia treatment. […] A-T fibroblasts, KAP-1 phosphorylation AlphaLISA; neocarzinostatin DNA damage 30 min before lysis. Potency, µM (titrated, usually from 57.5 µM), without a hit: top-dose activation, hits mostly activators. 0.19% of 320,000 active; also: potency is read from the fitted curve at half-maximal effect; % of control where 0% means no effect; nearly all actives have a fitted effect of over 45% in size
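hTERT-immortalized A-T patient fibroblasts ([…]), 500 cells/well in OPTI-MEM, 1% FBS, got compounds for 60 min, then NCS for 30 min at 37C. Lysates were then assayed for phospho-KAP-1 by AlphaLISA (anti-pKAP1 donor, anti-KAP1 acceptor beads), 6 hr at 25C.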
GALK inhibitor: inhibitors of human galactokinase. Purified GALK, Kinase-Glo residual ATP luminescence. P51570. 0.007% of 270,000 active. Potency, µM (top dose mostly 57.5 µM), for the others: top-dose activity change, negative = inhibition, actives largely listed as inhibitors; also: potency is read from the fitted curve at half-maximal effect; % is scaled to controls: 0 for no effect and ±100 for the full control effect
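The enzyme phosphorylates galactose (100 uM) using ATP (35 uM); inhibition is detected as higher residual ATP, quantified by bioluminescence after 1 h reaction at room temperature, pH 8.0.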
Coupling enz: inhibits coupling enzyme system, counter-screen for aldolase hits; coupling enzyme system counterscreen, AmpLite Red fluorescence; activity change, negative = inhibition, % at 58.2 µM, hits read low; 0.67% of 290,000 active; in the data active = activity change below about -30%; also: % is scaled to controls: 0 for no effect and ±100 for the full control effect
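First, compound is pin-transferred into glyceraldehyde-3-phosphate coupling-enzyme reagent at 57.5 uM final and held 10 min at RT. Next, substrate, coupling system and AmpLite Red are added. After 20 min RT, fluorescence (525/598 nm) is read.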
Active calls of the source: *; u = inconclusive; x = not tested or not shown; [ ] = dose if it differs, or a comment. Unless noted, calls follow the shape of the dose curve; as a rule, active = well fitted curve in the direction sought with a large enough effect; inconclusive = small, poorly fitted or top-dose-only effect, or another doubt; inactive = no such curve, though single readings can be large; an effect the other way counts as inactive or inconclusive.

Order of results: KCNH2 3.1 inh	GALK inhibitor	hERG WT inh	MBNL1 CUG block	S-ASM inh	a7 integrin act	TRPV1 ag	Coupling enz	AT treatment	MLL CXXC-DNA inh
O=C(CSc1nnc(SCc2cccc3ccccc23)s1)N/N=C/C=C/c1ccccc1[N+](=O)[O-]
  -9.8	0.6%	2.8	-12.1%	-0.6%	-9.4%	2.3	-0.7	-5.6%	8.1%
CCn1nccc1C(=O)Nc1ccc(S(=O)(=O)NC23CC4CC(CC(C4)C2)C3)cc1
  -11.2	-7.4%	16.1	-5.7%	-15.3%	-63.6%[inhibitor]	4.5	-40.9*	0.1%	-5.1%
O=C(COc1ccccc1)NC(Cc1c[nH]c2ccccc12)C(=O)O (stereo not given)
  -2.0	-5.0%	-8.3	10.7%	-0.3%	1.9%	-2.0	0.5	12.6%	-6.5%
COc1cc(OC)nc(N/N=C(\c2ccccc2)c2ccncc2)n1
  -12.7	1.0%	-7.2	x	3.6%	-17.1%	5.3	1.0	1.8%	-11.0%
CCS(=O)(=O)N1CCN(c2ccnc3cc(Cl)ccc23)CC1
  -40.4	2.4%	5.0	23.4%	8.8%	0.0%	1.4	0.6	-8.0%	0.3%
CCOc1ccc(-c2cc(C(=O)NN3CCN(C)CC3)c3cc(Cl)ccc3n2)cc1
  x	-4.7%	x	u	x	x	4.0	6.3	3.8%	1.2%
O=C(Nc1ccccc1)N1CCSCC1
  0.1	1.7%	3.9	-17.9%	5.5%	12.1%	5.0	-0.6	-0.5%	-3.2%
CCOc1ccc2cc(S(=O)(=O)N3CCCCC3)ccc2c1
  3.5	-3.4%	0.3	1.9%	-1.2%	-16.6%	1.8	-1.0	1.5%	-5.3%
CC(C)C[C@H](N)C(=O)N1CCC(C(=O)N[C@H](C(=O)NCc2ccc(F)cc2)C(C)C)CC1
  4.8	x	2.7	-8.1%	-2.1%	11.5%	-0.6	-1.5	7.1%	1.9%
COc1ccc(-c2nc[nH]c2[N+](=O)[O-])cc1
  -6.3	4.0%	3.7	u	-2.0%	-14.3%	1.8	0.3	9.2%	3.1%
CC1(C)CN(C(Cc2ccccc2)C(N)=O)C1=O (stereo not given)
  4.2	-0.6%	-9.1	-0.3%	2.4%	-23.5%	-3.8	0.4	-3.7%	-0.6%
O=C(Nc1ccccc1)N(CCN1CCOCC1)Cc1cccc(Cl)c1
  -6.6	1.3%	0.6	-7.7%	-1.2%	19.3%	11.5	5.4	5.5%	-3.7%
COc1ccc2cc(-c3ccn[nH]3)ccc2c1
  -13.3	-2.2%	12.9	15.9%	-0.1%	15.1%	2.4	-4.4	18.2%	-5.4%
CCOc1cccc(C2NC(=S)NC(C)=C2C(=O)Nc2ccccc2)c1 (stereo not given)
  -0.1	x	-6.3	-15.4%	-1.1%	-6.2%	-0.5	0.0	6.1%	9.3%
COc1ccc(OC)c(C(=O)NC(CC(N)=O)c2ccc(NCCN3CCOCC3)c([N+](=O)[O-])c2)c1 (stereo not given)
  2.0	-2.0%	x	u	-0.5%	0.2%	0.8	-0.5	-22.7%	-7.9%
Cc1ccc(CNC(=O)c2c(C)cc(=O)oc2C)cc1
  -9.4	0.2%	3.8	11.0%	2.0%	-25.0%	1.2	2.6	-5.7%	u
CCC1(C)Cc2ccccc2-c2c1c(=O)n(-c1ccc(C)cc1)c1nnnn21 (stereo not given)
  15.5	1.1%	7.9	-1.7%	1.3%	12.1%	-3.4	0.0	1.4%	8.3%
O=C(Oc1cccc(C(=S)N2CCOCC2)c1)c1ccc([N+](=O)[O-])cc1
  -12.6	1.5%	10.2	u	-3.6%	-33.4%	6.3	3.9	-10.2%	2.3%
CCC1(C(=O)OC)NC(c2ccco2)C2C(=O)N(c3ccc(C)cc3)C(=O)C21 (stereo not given)
  3.0	-1.4%	-2.1	-14.6%	2.1%	-40.6%	1.0	-0.6	-11.5%	0.1%
O=c1cc(N2CCCCC2)c(-c2ccccc2)n[nH]1
  -9.6	0.4%	-0.3	3.6%	3.6%	12.4%	9.7	2.6	0.5%	2.4%

Some of the entries so far, with tabs.
Structure	KCNH2 3.1 inh	GALK inhibitor	hERG WT inh	MBNL1 CUG block	S-ASM inh	a7 integrin act	TRPV1 ag	Coupling enz	AT treatment	MLL CXXC-DNA inh
CCOc1ccc(-c2cc(C(=O)NN3CCN(C)CC3)c3cc(Cl)ccc3n2)cc1	x	-4.7%	x	u	x	x	4.0	6.3	3.8%	1.2%
CCOc1ccc2cc(S(=O)(=O)N3CCCCC3)ccc2c1	3.5	-3.4%	0.3	1.9%	-1.2%	-16.6%	1.8	-1.0	1.5%	-5.3%
CCC1(C)Cc2ccccc2-c2c1c(=O)n(-c1ccc(C)cc1)c1nnnn21 (stereo not given)	15.5	1.1%	7.9	-1.7%	1.3%	12.1%	-3.4	0.0	1.4%	8.3%
CCOc1cccc(C2NC(=S)NC(C)=C2C(=O)Nc2ccccc2)c1 (stereo not given)	-0.1	x	-6.3	-15.4%	-1.1%	-6.2%	-0.5	0.0	6.1%	9.3%

The results go on.
Order of results: KCNH2 3.1 inh	GALK inhibitor	hERG WT inh	MBNL1 CUG block	S-ASM inh	a7 integrin act	TRPV1 ag	Coupling enz	AT treatment	MLL CXXC-DNA inh
O=C(c1cc(=O)[nH]c2ccccc12)N(Cc1nnc(-c2ccccc2Cl)o1)C1CC1
  -6.1	x	-2.0	x	-0.3%	-7.6%	-1.6	x	-8.0%	x
CC(NC(=O)CN1C(=O)NC2(CCCCC2C)C1=O)c1ccccc1 (stereo not given)
  -21.7	x	-1.8	x	-0.8%	4.9%	-1.2	x	-1.6%	x
Cc1ccc(S(=O)(=O)N2CCOCC2)cc1C(=O)Nc1ccc2c(c1)OCCO2
  9.7	x	11.5	x	-0.6%	11.8%	11.9	x	4.9%	x
O=C(COC(=O)c1cccnc1Cl)c1ccc(Cl)s1
  -2.8	x	-8.6	x	0.9%	11.7%	x	x	-0.6%	x
O=C(CSc1nnc2c(n1)[nH]c1ccccc12)Nc1nncs1
  -13.3	2.8%	-5.7	u	-2.7%	0.0%	0.4	-0.1	-9.2%	-1.0%
CCn1c(NC(C)=O)nc2ccccc21
  2.0	-0.4%	-9.5	19.5%	-0.3%	-21.6%	0.4	1.7	x	8.2%
O=C(NC1=NCCS1)c1csc2ccccc12
  1.5	1.1%	-7.6	10.2%	-3.1%	-0.4%	5.7	0.7	-0.4%	2.4%
CN1CCN(S(=O)(=O)c2cccc(C(=O)N(Cc3nnc(-c4ccccc4Cl)o3)C3CC3)c2)CC1
  -1.3	-0.3%	-0.7	-3.8%	2.0%	-6.0%	0.1	x	5.0%	27.3%
CCOC(=O)N1CCN(C(=O)CN(c2ccc(OCC)cc2)S(C)(=O)=O)CC1
  2.4	-3.2%	2.4	-6.9%	2.3%	-3.5%	0.1	7.6	-0.3%	2.5%
CCOC(=O)CN(C)S(=O)(=O)c1ccc(-c2cc(C(=O)OC)sc2C(F)(F)F)cc1
  -0.1	-1.2%	3.9	x	0.2%	-45.6%[inhibitor]	12.2	8.1	5.9%	-1.9%
O=C(CNC(=O)c1ccccc1)NCc1ccc(Cl)cc1
  8.9	1.8%	0.4	-0.8%	-1.1%	13.3%	3.5	0.8	4.2%	1.6%
Cc1cccc(C)c1Nc1nnc(SCC(=O)Nc2ncc(C(F)(F)F)cc2Cl)s1
  3.4	1.5%	3.1	-5.0%	1.2%	u	1.3	0.5	9.9%	17.3%
O=C(COC(=O)c1nc(Cl)ccc1Cl)NCc1ccccc1
  9.9	-0.2%	0.1	2.6%	5.4%	-17.8%	-3.2	0.7	1.3%	-3.4%
Cc1ccc(N(C)C(=O)CCNC(=O)Cn2cnc3ccccc3c2=O)cc1C
  -4.4	-0.7%	9.6	0.3%	3.9%	0.5%	14.0	-0.8	3.7%	-7.0%
CCCCn1nnnc1SCC(=O)Nc1ccc2c(c1)OCCO2
  5.7	2.4%	-11.0	-3.5%	-1.1%	23.8%	-0.3	-3.1	6.7%	-0.9%
CC(C(=O)O)n1c2ccccc2c2cn[nH]c(=O)c21 (stereo not given)
  1.3	2.1%	1.6	3.9%	2.4%	6.2%	-3.1	0.2	-7.4%	6.3%
CCCc1cc(C(=O)Nc2nccs2)cs1
  1.0	-3.4%	-2.2	-1.0%	-3.8%	23.4%	u	0.1	-3.0%	3.1%
CCOc1ccc(OCCCCN(C)C)cc1
  8.5	8.8%	-10.7	-7.1%	5.3%	19.9%	-4.4	0.0	1.3%	0.8%
Cc1cc2nc3c(nc2cc1C)C(O)=C3O
  -8.3	-1.5%	1.7	u	-0.6%	u	-11.6	1.3	4.6%	0.0%
COc1ccc(-c2csc3ncnc(N4CCN(S(=O)(=O)c5cccs5)CC4)c23)cc1
  -9.7	x	2.3	x	-1.9%	14.4%	-1.1	x	-3.5%	x

Assay outcomes from PubChem BioAssay.
